SENP1 FRET inh = inhibitors of human SENP1 SUMO protease catalytic domain. Q9P0U3. recombinant SENP1 catalytic domain, CyPet-SUMO1-YPet FRET cleavage. inhibition, % at 10 µM. actives 0.21% (n = 360,000);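 active = inhibition at least 30% at 10 µM, raw YFP signal under a set limit, fluorescence ratio 0.5 to 1.5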;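 also: 0% = enzyme with DMSO and 100% = no enzyme wells; some results filed as inactive read as strong as hits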
Target sequence (Q9P0U3 419-644 limits assumed): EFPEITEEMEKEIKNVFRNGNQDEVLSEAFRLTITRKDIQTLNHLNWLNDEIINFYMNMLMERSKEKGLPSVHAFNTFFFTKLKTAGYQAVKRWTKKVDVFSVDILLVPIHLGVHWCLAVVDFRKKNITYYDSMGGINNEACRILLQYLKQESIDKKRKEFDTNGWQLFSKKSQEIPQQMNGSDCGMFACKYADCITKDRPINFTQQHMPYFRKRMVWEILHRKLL
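Material – human SENP1 catalytic domain · Input – SENP1 enzyme, 20 pM final · Compound dosing – single concentration of 10 µM compound, 0.5% DMSO final · Timing – enzyme reaction for 50 min at room temperature, dark · Measured by – FRET fluorescence in CFP and YFP emission channels · Control set – no-enzyme wells low, DMSO-plus-enzyme wells high control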
hIAP act = increases human intestinal alkaline phosphatase activity; P09923; purified human IAP, CDP-Star luminescence, 30 min; active compounds read high; 1 = vehicle-only enzyme, 0 = enzyme-free background; activation factor at 10 µM; actives 0.16% (n = 330,000); AID 2524;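 active = activation factor of the enzyme at least 2-fold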; also: the source names both 10 and 20 µM as test concentration; values of inactives mirror those of a sister screen read the other way
Target sequence (P09923 whole entry, looked up): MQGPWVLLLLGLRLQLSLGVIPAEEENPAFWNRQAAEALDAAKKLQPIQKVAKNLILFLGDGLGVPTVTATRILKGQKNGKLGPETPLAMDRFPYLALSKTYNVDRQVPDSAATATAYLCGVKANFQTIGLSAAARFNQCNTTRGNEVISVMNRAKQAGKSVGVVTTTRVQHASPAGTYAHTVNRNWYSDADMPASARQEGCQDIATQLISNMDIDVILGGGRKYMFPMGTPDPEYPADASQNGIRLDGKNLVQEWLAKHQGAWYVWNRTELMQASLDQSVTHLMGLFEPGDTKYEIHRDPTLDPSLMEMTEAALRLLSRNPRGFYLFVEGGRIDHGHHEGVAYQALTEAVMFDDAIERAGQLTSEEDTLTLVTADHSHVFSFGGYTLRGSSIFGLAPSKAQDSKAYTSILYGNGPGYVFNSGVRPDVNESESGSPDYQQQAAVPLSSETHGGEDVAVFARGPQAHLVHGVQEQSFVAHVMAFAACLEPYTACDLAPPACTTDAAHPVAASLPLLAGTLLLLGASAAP
MPTP block = permeability transition pore inhibition | isolated mouse mitochondria, Ca2+ swelling absorbance, 30 min | inhibition, % at 10 µM | actives 1.4% (n = 360,000) | AID 602449;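 active = inhibition of 50% or more, scaled per plate between neutral and stimulator controls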;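 also: 0% = DMSO wells given calcium and 100% = 1 mM EGTA wells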
ATG4B inhibitor = ATG4B (human) cysteine protease inhibition | Q9Y4P1 | ATG4B cleavage of LC3-PLA2, NBD-HPC fluorescence, 1 h | inhibition, % at 8.33 µM | actives 0.51% (n = 340,000); in the data active = inhibition above about 40%
PfGluPho inh = PfG6PD (Plasmodium falciparum) enzyme inhibition; PfGluPho enzyme, NADPH resazurin-diaphorase fluorescence; inhibition, % at 20 µM; actives 0.78% (n = 350,000);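 active = inhibition reaching at least a set limit at 20 µM in the primary screen, cut at about 59% in these data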;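 also: 0% = DMSO wells with substrate and 100% = DMSO wells lacking glucose-6-phosphate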
SENP8 inh = blocks human SENP8 cleavage of Nedd8 substrate; Q96LD8; recombinant SENP8, Nedd8 substrate fluorescence; inhibition, % at 20 µM; actives 0.64% (n = 360,000); AID 602440; in the data active = inhibition mostly above about 40%, no sharp cut-off; inactive = mostly below about 27%
Target sequence (Q96LD8 whole entry, looked up): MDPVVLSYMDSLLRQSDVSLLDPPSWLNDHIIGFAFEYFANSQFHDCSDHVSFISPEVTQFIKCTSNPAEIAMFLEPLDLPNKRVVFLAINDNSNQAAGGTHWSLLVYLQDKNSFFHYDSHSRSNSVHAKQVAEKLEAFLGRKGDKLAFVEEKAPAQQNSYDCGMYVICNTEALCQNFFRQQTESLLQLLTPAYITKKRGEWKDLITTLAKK
SENP6 inh = SENP6 protease inhibition; inhibition, % at 10 µM; actives 1.8% (n = 330,000); Recombinant SENP6 catalytic domain, aminoluciferin luminescence; AID 2599;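 active = inhibition above about 50% at the single tested dose, limit read from the data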;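 also: plate controls were DMSO wells with enzyme for no effect and DMSO wells lacking enzyme for full effect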
NR3A LBD binder = NR3A (human) ligand-binding domain modulation; NR3A LBD differential scanning fluorimetry, Tm shift; 0% = protein alone, 100% = glycine-bound protein; Tm shift relative to glycine control, % at 25 µM; actives 2.5% (n = 340,000); AID 1259313;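 active = melting temperature shift of at least 10% of the positive control shift, at one fixed dose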
Numbers without * were called inactive; x = no result given. This is a random part of the collection. Share with any hit: about 6.7%.

smiles	SENP1 FRET inh	hIAP act	MPTP block	ATG4B inhibitor	PfGluPho inh	SENP8 inh	SENP6 inh	NR3A LBD binder
O=C1NC(=S)NC1=Cc1ccc2c(c1)CCC2	-13	x	-1.3	10	-34	13	x	-6
O=CN1CCN(c2c([N+](=O)[O-])c(=O)oc3ccccc23)CC1	-1	0.91	1.4	-3	3	15	-8	0
CC1CCC(NC(=O)C2CCN(S(=O)(=O)c3cccc4nonc34)CC2)CC1 (configuration not stated)	4	0.97	1.7	3	3	2	-8	-2
COc1ccc(Nc2nc(N)nc(CN3CCC(Cc4ccccc4)CC3)n2)cc1	-4	1.3	10	-4	24	7	-14	-7
CCOc1ccc(C(=O)Nc2nc(C)cc(C)n2)cc1[N+](=O)[O-]	0	0.94	-1.7	0	-12	12	-7	0
CCC1CCCCN1Cc1nc2ccccc2c(=O)n1CC(C)=O (configuration not stated)	-9	0.98	0.3	-6	11	3	-5	-2
Cc1cc(SC#N)cc(C)c1NC(=O)CCl	2	1.2	3.0	-7	15	20	-7	-1
CNC(=S)SCCOc1ccccc1	3	1.2	-0.5	0	5	-2	11	0
O=C(O)c1ccc(NS(=O)(=O)c2cc(Cl)ccc2Cl)cc1	6	1.2	-1.1	0	-4	14	-5	-1
COCCCNC(=O)CSc1nc2sc(C(=O)OC)c(C)c2c(=O)n1N	-1	1.1	-1.1	-6	12	-16	-10	0
CC1(C)CC(=O)c2cc(OCC(=O)NCc3cccnc3)ccc2O1	-10	1	-0.3	1	-16	-298	12	-2
CCOC(=O)C(=O)NNc1cccc(C)c1C	2	0.96	0.5	-6	-15	14	0	0
COc1ccc(C(=O)N2CCN=C2c2ccccc2)cc1OC	2	0.94	-3.0	-11	4	3	-6	2
COCCN1Cc2cccc(C(=O)NC(C)CCc3ccco3)c2C1=O (configuration not stated)	-1	0.88	1.5	-4	-10	4	-5	0
O=C(c1ccc(Cl)cc1)n1c(NCc2ccccc2)n[nH]c1=S	0	0.99	0.9	6	-7	-387	-1	0
O=C(c1cccc(C(F)(F)F)c1)N1CCN(C2CCCCC2)CC1	-1	0.87	-1.6	-4	-4	24	7	-1
[N-]=[N+]=NC1CC(CO)OC1n1ccc(=O)[nH]c1=O (configuration not stated)	1	1	-1.2	-2	-6	20	-1	0
COc1cc(/C=C(\C(=O)O)c2ccc(S(=O)(=O)N3CCCC3)s2)ccc1OCCC(C)C	-39	x	-1.0	-8	16	-267	x	0
COc1ccc(NC(=O)CSCC(=O)N(C)Cc2c(F)cccc2Cl)cc1	1	1.1	-0.8	-2	-3	-2	-9	1
O=C(CCN1C(=O)c2ccccc2C1=O)C1=NN[C@@H]2C(=O)N(c3cccc(F)c3)C(=O)[C@H]12	1	0.87	-0.3	5	-12	5	-8	0

Single values from the list:
`COc1ccc(Nc2nc(N)nc(CN3CCC(Cc4ccccc4)CC3)n2)cc1` in SENP8 inh = 7
`COCCCNC(=O)CSc1nc2sc(C(=O)OC)c(C)c2c(=O)n1N` in PfGluPho inh = 12

Later entries
smiles	SENP1 FRET inh	hIAP act	MPTP block	ATG4B inhibitor	PfGluPho inh	SENP8 inh	SENP6 inh	NR3A LBD binder
COc1ccc(-c2noc3c2-c2nc(-c4c(F)cccc4F)sc2CC3)cc1	2	0.94	3.4	2	-2	-479	4	3
Cc1ccc(N(Cc2ccc(C(=O)NN=C3CCN(C)CC3)cc2)S(C)(=O)=O)cc1C	0	1.1	-1.5	14	-10	0	-26	0
COc1ccc(C2N(c3ccc(OC)cc3)C(=O)C3CCCN32)cc1 (configuration not stated)	0	0.94	-0.6	6	-2	11	-4	0
Cc1ccc(-n2c(N)c(S(=O)(=O)c3ccccc3)c3nc4ccccc4nc32)cc1	-7	0.9	4.6	-6	3	-398	3	-3
Cc1ccnc(NS(=O)(=O)c2ccc(NC(=O)c3oc4ccccc4c3C)cc2)n1	-5	1.2	-0.6	-2	25	-36	-3	-9
COc1ccc(C(=O)NCCS(=O)(=O)N(C)C2CCCCC2)cc1	3	0.97	0.0	3	0	18	-3	-1
CCCCCCC1(C)NC(=S)N(c2ccccc2)N1 (configuration not stated)	1	1.1	0.2	5	36	10	6	0
CCOc1ccc(Nc2oc(-c3ccccc3Cl)nc2C#N)cc1	x	0.86	x	3	-2	x	-1	-9
Cc1ccc(NC(=O)CN(C)C(=O)/C=C/c2ccc3c(c2)OCO3)cc1	0	0.98	-0.5	-8	18	-272	-12	3
COc1cccc(C(=O)NCCS(=O)(=O)NCCCc2ccccc2)c1	4	0.88	-0.2	-1	1	16	-24	-3
CSc1cccc(NC(=O)CC2Oc3ccccc3NC2=O)c1 (configuration not stated)	2	1	-0.2	1	5	5	-19	3
COc1ccc2sc(N(CCCN(C)C)C(=O)c3ccc(S(=O)(=O)N4CCCC4)cc3)nc2c1	2	1.1	15	1	1	8	-18	0
Cc1cc(C)n(CC(=O)NCc2ccccc2)c(=O)c1C#N	2	1.1	0.0	1	-7	-30	11	3
COC(=O)C1C2C=CC(C3CC23)C1C(=O)OCC(=O)c1ccccc1 (configuration not stated)	1	1	-1.5	-1	1	7	-2	-1
CCCCn1c2c(c(=N)c3ccccc31)CCC2	2	1.1	2.8	-4	-7	11	-10	2
O=C(Nc1ccn(CCCNCc2cccc3ccccc23)c(=O)n1)OCc1ccccc1	-3	x	-1.2	x	2	-14	x	x
CC(=O)N1CCN(c2ccc(Oc3nc(-c4ccccc4)nc4ccccc34)cc2)CC1	-1	x	1.8	-5	19	9	x	-2
Cc1cccnc1NC(=S)NCc1ccco1	1	0.93	-0.5	2	15	4	-10	0
Cc1nc(SCC(=O)NCc2ccc(F)cc2)c2c(=O)n(C)c(=O)n(C)c2n1	1	1.2	-0.9	-5	-2	2	-8	-7
CC1(C)C2(C#N)C(=O)NC(=O)C12C#N (configuration not stated)	3	x	-1.4	1	-2	7	x	-7

Seven compounds from above with just SENP6 inh and SENP8 inh.
SMILES | SENP6 inh | SENP8 inh
CSc1cccc(NC(=O)CC2Oc3ccccc3NC2=O)c1 (configuration not stated) | -19 | 5
COc1ccc2sc(N(CCCN(C)C)C(=O)c3ccc(S(=O)(=O)N4CCCC4)cc3)nc2c1 | -18 | 8
Cc1cc(C)n(CC(=O)NCc2ccccc2)c(=O)c1C#N | 11 | -30
COC(=O)C1C2C=CC(C3CC23)C1C(=O)OCC(=O)c1ccccc1 (configuration not stated) | -2 | 7
CCCCn1c2c(c(=N)c3ccccc31)CCC2 | -10 | 11
O=C(Nc1ccn(CCCNCc2cccc3ccccc23)c(=O)n1)OCc1ccccc1 | x | -14
CC(=O)N1CCN(c2ccc(Oc3nc(-c4ccccc4)nc4ccccc34)cc2)CC1 | x | 9

Further records follow.
smiles	SENP1 FRET inh	hIAP act	MPTP block	ATG4B inhibitor	PfGluPho inh	SENP8 inh	SENP6 inh	NR3A LBD binder
C[C@H](NC(=O)c1ccccc1Cl)C(=O)OC(C(=O)Nc1cc(C(F)(F)F)ccc1Cl)c1ccccc1 (some centres not stated)	3	1.1	0.5	-6	11	14	-14	-7
CCOc1ccc(CCNC(=O)c2cc3sccc3n2CC)cc1OCC	0	1.1	0.6	-7	11	19	11	-2
COC(=O)c1c(NC(=O)COC(=O)c2ccccc2O)sc2c1CCCCC2	0	1	1.6	-1	7	-36	8	4
ClC1(Cl)CC1CSc1nnc(-c2ccncc2)o1 (configuration not stated)	1	1	2.5	1	-11	7	4	-2
CN1CCN(S(=O)(=O)c2cc([N+](=O)[O-])ccc2N/N=C/c2ccc(Cl)cc2)CC1	-26	0.86	0.4	-3	-1	-30	-10	2
C[C@@H]1CN([C@H](C)CO)C(=O)c2cc(Br)cnc2O[C@H]1CN(C)C	2	x	-0.6	x	-9	-17	x	x
CC1=CCP(=O)(c2ccccc2)C1 (configuration not stated)	3	0.95	0.1	-13	-11	11	-1	0
COc1ccc(NC(=O)c2cnc(SC)n2-c2ccc(F)cc2)c(OC)c1	1	1	-2.5	-7	8	16	-8	-2
Cc1ccc(S(=O)(=O)N2CCN(C(=O)C(C)Cn3nc(C)c(C)c3C)CC2)cc1 (configuration not stated)	2	0.9	0.6	5	3	6	-3	-1
Cc1nnc(SCC(=O)N/N=C/c2cn(-c3ccccc3)nc2-c2ccc(F)cc2)n1-c1ccccc1	2	0.95	-1.6	0	-24	27	-20	-17

(cont.)
Every second line gives: SENP1 FRET inh	hIAP act	MPTP block	ATG4B inhibitor	PfGluPho inh	SENP8 inh	SENP6 inh	NR3A LBD binder
- C#CCSc1nnc(-c2cc3c(C(F)(F)F)nn(C)c3s2)n1C
    2	1.1	-0.3	0	-9	-3	-9	-1
- Cc1c(NC(=S)N/N=C/C=C/c2ccccc2)c(=O)n(-c2ccccc2)n1C
    1	0.99	0.5	-5	-1	22	-1	-2
- Cc1nn(C)c(C)c1NC(=O)c1ccc(Cl)cc1
    0	1	-1.9	-3	-5	8	-22	1
- Cc1cc(=O)n(C)c(=O)n1CCCCCN1CCCC1
    0	0.97	-3.0	-13	8	32	-6	1
- COc1cc(Cl)c(C)cc1NC(=O)COC(=O)c1ccc(CN2CCCC2=O)cc1
    0	0.82	-0.8	5	-4	10	-23	-3
- Cc1c(C)c2cc(Cl)c(O)c(CN3CCCCC3)c2oc1=O
    x	0.89	x	-13	2	x	-6	-1
- O=C(N1CCOCC1)N1c2ccccc2CC(N2CCOCC2)c2ccccc21 (configuration not stated)
    -1	1.1	-1.5	3	-10	24	16	-1
- Cc1oc2c(O)c(O)ccc2c(=O)c1-c1ccc(Cl)cc1
    2	1.2	3.4	13	-16	20	-5	7
- Cc1ccc(Cl)cc1NC(=O)CCC(=O)O
    1	0.83	-0.2	-2	1	15	3	1
- CC(C)(C)NC(=O)COC(=O)c1cc(S(=O)(=O)N2CCCCC2)ccc1N1CCOCC1
    3	0.9	-4.4	-15	4	-3	-3	0
- CNC(=S)N/N=C/c1cn(Cc2ccc(F)cc2)c2ccccc12
    2	1.1	5.0	6	11	-9	-9	1
- ON=C1c2ccccc2-c2ccc(Br)cc21
    1	x	2.0	-3	5	20	x	-14
- Cc1nc(NCc2ccccn2)c2c3c(sc2n1)CCCC3
    0	0.92	-1.0	2	-5	-63	-9	-2
- O=C(Cn1cnc2ccccc21)c1ccc(Br)cc1
    15	0.92	0.0	-5	10	5	-18	-3
- CSc1nc2[nH]ncc2c(=O)n1-c1ccccc1
    -2	1	0.7	3	23	8	-13	0
- COc1ccc(NC(=O)C2=CC(c3ccc(OC)c(OC)c3)=NS(=O)(=O)N2C)cc1
    3	0.98	1.1	-18	4	24	-13	-12
- CCc1cccc2c(C(=S)N3CCOCC3)c[nH]c12
    1	1.1	0.5	-5	9	28	3	-3
- CCC(=O)NCCc1nc2ccccc2n1CC
    -1	0.84	-0.5	-4	-8	7	1	-2

Ordered by value in hIAP act (largest number first): 3 of the compounds above
Compound | SENP1 FRET inh | hIAP act | MPTP block | ATG4B inhibitor | PfGluPho inh | SENP6 inh | NR3A LBD binder
CCOc1ccc(CCNC(=O)c2cc3sccc3n2CC)cc1OCC | 0 | 1.1 | 0.6 | -7 | 11 | 11 | -2
Cc1cccnc1NC(=S)NCc1ccco1 | 1 | 0.93 | -0.5 | 2 | 15 | -10 | 0
Cc1nc(NCc2ccccn2)c2c3c(sc2n1)CCCC3 | 0 | 0.92 | -1.0 | 2 | -5 | -9 | -2
